Bioassay records as filed in PubChem.
VP16 counter: VP16 counterscreen qHTS for inhibitors of ROR gamma transcriptional activity; actives 3.5% (n = 310,000); Drosophila S2 Gal4-VP16 UAS-luciferase, luminescence, 20 h; AID 2546, 2010; Potency, µM (top dose mostly 53.6 µM), inactives show at the top dose activity, negative = inhibition, actives largely listed as inhibitors;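 further: Gal4-VP16 expression switched on by copper sulfate through the metallothionein promoter; potency means the concentration at half of the fitted maximal effect; on the % scale 0 is the no-effect control and ±100 the full control effect; nearly all actives have a fitted effect of over 50% in size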
FBPA coupling cs: qHTS Assay for Inhibitors of Fructose-1,6-bisphosphate Aldolase from Giardia Lamblia: Coupling assay counterscreen; coupling enzyme system counterscreen, AmpLite Red fluorescence; activity change, negative = inhibition, % at 58.2 µM, hits read low; actives 0.67% (n = 290,000); in the data active means activity change below about -30%; further: on the % scale 0 is the no-effect control and ±100 the full control effect
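Activity here indicates interference with the coupling reaction, not aldolase inhibition. Compounds at 57.5 uM final met coupling enzymes for 10 min at RT; substrate and AmpLite Red detection followed, with a 525/598 nm fluorescence read after 20 min.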
Giardia killer: Small Molecules that selectively kill Giardia lamblia: qHTS. Giardia lamblia trophozoite viability. activity change, % at 7.66 µM, hits read low. actives 0.15% (n = 340,000). AID 540267, 2011; in the data active means activity change below about -80%; inconclusive means between about -30% and that limit;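 further: parasites exposed to compound for two days anaerobically before the ATP read; on the % scale 0 is the no-effect control and ±100 the full control effect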
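Luminescent ATP signal served as the viability read-out, measured 15-30 min after adding ATP detection reagent to trophozoites that had been incubated with compounds for 48 hrs at 37 deg C anaerobically at 100 cells/well.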
RORgamma inh: qHTS for inhibitors of ROR gamma transcriptional activity; Nuclear receptor ROR-gamma (Mus musculus), P51450; Drosophila S2 Gal4-RORgamma UAS-luciferase reporter, 20 h; Potency, µM (top dose mostly 53.6 µM), for inactives: at the top dose activity change, negative = inhibition, usual class: inhibitors; actives 5.4% (n = 310,000); AID 2551, 2010; further: potency means the concentration at half of the fitted maximal effect; on the % scale 0 is the no-effect control and ±100 the full control effect; nearly all actives have a fitted effect of over 60% in size
Target sequence (P51450 whole entry, looked up, the tested form may be a part): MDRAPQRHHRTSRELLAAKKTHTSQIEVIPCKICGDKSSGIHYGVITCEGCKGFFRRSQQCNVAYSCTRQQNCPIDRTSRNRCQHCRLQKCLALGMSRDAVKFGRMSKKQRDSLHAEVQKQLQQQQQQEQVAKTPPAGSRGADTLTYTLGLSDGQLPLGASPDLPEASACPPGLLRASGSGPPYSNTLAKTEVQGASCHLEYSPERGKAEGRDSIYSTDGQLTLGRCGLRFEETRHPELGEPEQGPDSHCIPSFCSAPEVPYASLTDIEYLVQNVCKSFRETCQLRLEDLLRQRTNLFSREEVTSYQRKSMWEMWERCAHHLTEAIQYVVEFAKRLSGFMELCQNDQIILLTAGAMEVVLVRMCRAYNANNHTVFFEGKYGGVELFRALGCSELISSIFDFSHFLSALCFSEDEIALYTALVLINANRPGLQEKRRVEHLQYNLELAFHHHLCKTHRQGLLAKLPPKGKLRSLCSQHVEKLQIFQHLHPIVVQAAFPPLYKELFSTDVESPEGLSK
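Compounds are pin-transferred onto Drosophila Schneider cells expressing a copper-inducible Gal4–ROR gamma transactivation domain fusion. After 1 hr, copper sulfate is added to 700 uM final; luciferase is read 20 hr later.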
FLuc counter: qHTS profiling assay for firefly luciferase inhibitor/activator using purifed enzyme and Km concentrations of substrates (counterscreen for miR-21 project); Potency, µM (series often up to 57.5 µM), for inactives: top-dose activity change, negative = inhibition, usual class: inhibitors; actives 6.9% (n = 360,000); purified FLuc, Km substrates, luminescence inhibition; AID 588342, 2011;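 further: potency means the concentration at half of the fitted maximal effect; plate controls were vehicle for no effect and reference inhibitor for full effect; nearly all actives have a fitted effect of over 55% in size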
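Purified P. pyralis luciferase (10nM final) with 10uM D-luciferin and 10uM ATP (Km levels) in 50mM Tris acetate pH 7.5, 10mM Mg acetate, 0.01% Tween-20, 0.05% BSA; qHTS 6-point titration, ~60 µM downward; luminescence read.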
KCNH2 3.1 inh: qHTS for Inhibitors of KCHN2 3.1: Mutant qHTS. actives 0.95% (n = 340,000). activity change, % (tested at about 1.8 µM). U2OS KCNH2 3.1, thallium flux FluxOr; active compounds read low. Potassium voltage-gated channel subfamily H member 2, brain isoform KCNH2 3.1 (human);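 active means maximum activity change below -70%; inconclusive means maximum activity change from -70% to -50%; inactive means maximum activity change above -50%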;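 further: thallium influx rate constant from kinetic fluorescence after stimulation buffer; on the % scale 0 is the no-effect control and ±100 the full control effect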
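U2OS cells transduced with KCNH2 3.1 mutant virus (1.77 x 10^8 /mL, 4 h), plated overnight at 37 C, loaded 45 min with FluxOr dye plus Red40 quencher. Thallium flux rate constant from kinetic reads after stimulation buffer, normalised to controls.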
uPA generation: qHTS for Inhibitors of Cell Surface uPA Generation; cell surface uPA generation assay, qHTS; Potency, µM (highest dose often 38.3 µM), inactives show at the top dose activity change, negative = inhibition, hits mostly inhibitors; actives 0.31% (n = 330,000); AID 540303, 2011; active means well fitted inhibition curve with a large enough effect; inconclusive means small, poorly fitted or top-dose-only effect; inactive means no such curve, though single readings can be large or run the other way; tested in mouse RAW 264.7 cells; further: potency means the concentration at half of the fitted maximal effect; on the % scale 0 is the no-effect control and ±100 the full control effect; nearly all actives have a fitted effect of over 55% in size
Rab9 promoter act: qHTS Assay for Rab9 Promoter Activators; Potency, µM (top dose mostly 9.22 µM), for the others: top-dose activation, negative = inhibition, usual class: activators; actives 2.8% (n = 320,000); Huh7 Rab9 promoter-luciferase reporter, luminescence, 24 h; further: potency means the concentration at half of the fitted maximal effect; % of control where 0% means no effect; nearly all actives have a fitted effect of over 60% in size
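Luminescence from Amplite-detected luciferase (10 minutes, ambient) reports Rab9 promoter activation. Before that, stable Rab9-luciferase Huh7 cells (1500/well, reduced-serum OP-MEM I plus 10% FBS) were exposed to compound for 24 hours at 37C.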
ELG1 genotox: qHTS screen for small molecules that induce genotoxicity in human embryonic kidney (HEK293T) cells expressing luciferase-tagged ELG1. HEK293T ELG1-luciferase reporter, luminescence, 16 h. Potency, µM (doses to about 46 µM), without a hit: at the highest dose activity change, positive = activation, actives largely listed as activators. actives 1.3% (n = 330,000). AID 504466, 2011; further: potency means the concentration at half of the fitted maximal effect; % of control where 0% means no effect; nearly all actives have a fitted effect of over 60% in size
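Genotoxic stress is detected as increased luminescence from luciferase-tagged ELG1 in HEK293T cells, measured with ONE-Glo after a 16 hr treatment at 37 °C.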
Tb PFK block: qHTS Assay to Find Inhibitors of T. brucei phosphofructokinase. ATP-dependent 6-phosphofructokinase (Trypanosoma brucei brucei), O15648. T. brucei PFK, ADP-Glo luminescence. Potency, µM (series often up to 57.5 µM), without a hit: at the highest dose activity, negative = inhibition, usual class: inhibitors. actives 0.17% (n = 330,000). AID 485367, 2010;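 further: potency means the concentration at half of the fitted maximal effect; 0% = uninhibited 1x PFK enzyme wells and -100% = no-enzyme wells; nearly all actives have a fitted effect of over 60% in size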
Target sequence (O15648 whole entry, looked up): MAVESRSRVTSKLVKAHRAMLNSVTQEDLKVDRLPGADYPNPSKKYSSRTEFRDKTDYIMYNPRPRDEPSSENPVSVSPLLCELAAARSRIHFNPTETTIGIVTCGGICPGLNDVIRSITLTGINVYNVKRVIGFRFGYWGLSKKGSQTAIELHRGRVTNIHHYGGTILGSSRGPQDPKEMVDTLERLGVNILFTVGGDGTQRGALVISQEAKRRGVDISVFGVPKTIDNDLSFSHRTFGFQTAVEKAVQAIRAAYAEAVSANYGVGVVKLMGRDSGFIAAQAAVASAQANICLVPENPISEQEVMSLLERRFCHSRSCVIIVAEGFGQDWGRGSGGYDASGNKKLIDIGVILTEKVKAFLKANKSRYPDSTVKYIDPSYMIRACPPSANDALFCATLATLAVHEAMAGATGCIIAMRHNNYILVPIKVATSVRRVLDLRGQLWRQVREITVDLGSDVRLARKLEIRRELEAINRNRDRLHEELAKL
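Compounds were pin-transferred as a titration series up to 57 uM into substrate buffer (0.5 mM F6P, 0.1 mM ATP, pH 8.0), then 1.25 nM PFK was added and reactions ran 45 min before ADP-Glo detection.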
NPC1 promoter act: qHTS Assay for NPC1 Promoter Activators; Huh7 NPC1 promoter luciferase reporter, 24 h; Potency, µM (top dose mostly 9.22 µM), for the others: top-dose activation, usual class: activators; actives 2.4% (n = 320,000); AID 485313, 2010;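 further: potency means the concentration at half of the fitted maximal effect; % of control where 0% means no effect; nearly all actives have a fitted effect of over 60% in size; reporter is driven by a mutant NPC1 promoter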
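In 1536-well qHTS, Huh7 cells harboring an NPC1 promoter–luciferase construct received compound for 24 h; activation was quantified by luminescence following luciferase reagent addition.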
The depositor's hits bear a star; ? = inconclusive; . = not tested or not shown; [ ] = dose if it differs, or a comment. Unless noted, the call rests on the fitted dose curve; in most records, active means well fitted curve in the direction sought with a large enough effect; inconclusive means small, poorly fitted or top-dose-only effect, or another doubt; inactive means no such curve, though single readings can be large; an effect the other way counts as inactive or inconclusive.

SMILES	VP16 counter	FBPA coupling cs	Giardia killer	RORgamma inh	FLuc counter	KCNH2 3.1 inh	uPA generation	Rab9 promoter act	ELG1 genotox	Tb PFK block	NPC1 promoter act
CC(C)(C)CNc1cc(N2CCOCC2)ccc1[N+](=O)[O-]	-8%	-2	-13	-12%	-16%	-22	-11%	7%	-6%	5%	4%
Cc1ccc(S(=O)(=O)N2CCCC(N3CCOCC3)C2)cc1Cl (stereo unspecified)	-9%	1	0	-2%	3%	7	-1%	0%	0%	0%	-2%
CC(=O)Nc1ccc(SCC(=O)Nc2ccccc2N2CCOCC2)cc1	.	.	-4	.	.	10	8%	.	1%	0%	.
COc1ccc2nc(SCC(=O)N3CC(=O)Nc4ccccc43)c(C#N)cc2c1	-20%	-1	-2	2%	?	9	-12%	-12%	-9%	2%	-8%
COCCOC(=O)c1c(C)oc2ccc(OCc3cc(C(=O)OC)oc3C)cc12	2%	4	3	26%	-12%	-3	-20%	6%	-4%	-2%	-1%
Cc1c(NC(=S)NC(NC(=O)CC(C)C)C(Cl)(Cl)Cl)c(=O)n(-c2ccccc2)n1C (stereo unspecified)	-3%	6	1	?	2%	-3	4%	-3%	1%	-11%	7%
CCN1C(=O)/C(=C/c2cnn(CC)c2C)SC1=S	-14%	2	-18	?	?	21	11%	1%	?	1%	1%
COc1ccc(C(C)NC(=O)c2ccc([N+](=O)[O-])cc2)cc1OC (stereo unspecified)	-11%	4	-2	13%	-1%	-13	-7%	1%	3%	0%	-3%
Cc1ccc(S(=O)(=O)O/N=C2\CCCc3ccccc32)cc1	12%	-12	-14	-2%	-3%	-19	-2%	18%	2%	3%	1%
O=C(OC1CCOC1=O)c1ccc(NS(=O)(=O)c2cccs2)cc1 (stereo unspecified)	-9%	2	-14	-5%	0%	-10	3%	14%	-1%	0%	1%
Cc1cc2c(cc1C)/C(=N/NC(=O)c1ccccn1)CCC2	-18%	4	-11	-26%	?	4	3%	12%	-1%	-2%	-2%
COc1ccc(N2C3=C(CC4=C2CC(C)(C)CC4=O)C(=O)CC(C)(C)C3)cc1	-1%	-48*	2	5%	?	-2	?	-6%	-18%	-7%	-1%
OC(C#CCN1CCCCCC1)(c1ccccc1)c1cccnc1 (stereo unspecified)	-8%	1	-8	16%	-2%	-6	-2%	2%	-4%	-2%	3%
CCOc1ccc(NC(=O)N2CCC(NC(=O)C(Cc3ccccc3OC)NC(C)=O)CC2)cc1 (stereo unspecified)	6%	0	3	8%	-1%	12	0%	1%	1%	-5%	-4%
CCCCn1c(SCC(=O)N(CC)C2CCS(=O)(=O)C2)nc2cc(S(N)(=O)=O)ccc21 (stereo unspecified)	1%	1	-9	-15%	-1%	17	9%	1%	0%	2%	-3%
Cc1ccc(/C=N/NC(=O)c2cc(C)oc2C)cc1	?	2	2	-42%	4.3µM*	-3	-18%	24%	?	-5%	12%
N#Cc1ccc(C(=O)Nc2nc(-c3cccs3)c(C(=O)C(F)(F)F)s2)cc1	3.2µM*	5	-1	?	-16%	0	-21%	-24%	-12%	0%	-18%
CCN(CC)C(=O)Cn1cc(S(=O)(=O)CC(=O)NCc2ccc(F)cc2)c2ccccc21	-2%	.	-5	-4%	2%	.	0%	-4%	1%	6%	0%
CC1CC(C)CN(C(=O)COC(=O)c2cc3ccccc3cc2O)C1 (stereo unspecified)	-6%	-2	-1	7%	-15%	0	5%	5%	-3%	-1%	11%
CC[C@@H]1C=C(C(=O)O)[C@H](c2ccc(C#N)cc2)N1S(=O)(=O)c1ccc(C)cc1	.	.	?	.	.	1	0%	.	4%	-2%	.
Clc1ccc(-c2csc(-c3ccncc3)n2)cc1	0%[10 µM]	2	-17	-4%	?	1	-2%	?	13%	-7%	29%
CCCCN(CCCC)C(=S)NC(=O)C(C)(C)C	6.3µM*	0	-15	3.2µM*	0%	-8	0%	1%	1%	0%	0%
COCCCNc1nc2c(c(=O)[nH]c(=O)n2C)n1CC(O)COc1ccccc1 (stereo unspecified)	-2%	-2	9	22%	0%	1	.	10%	0%	0%	7%
O=C(COC(=O)c1cccc(S(=O)(=O)N2CCCC2)c1)Nc1ccccc1Cl	.	.	5	.	4%	16	7%	-1%	1%	-7%	-4%
O=C(NCc1ccncc1)c1cn(-c2ccccc2)nc1-c1cccnc1	?	0	7	0%	?	0	7%	-1%	1%	-2%	-4%
Cc1cc(C)c(S(=O)(=O)c2ccccc2F)c(=O)[nH]1	-5%	0	1	-17%	-1%	-1	2%	0%[1.84 µM]	2%	-1%	0%
CCOc1cc(N2CCOCC2)c(OCC)cc1NC(=O)CN1C(=O)N(C)C2(CCCCC2)C1=O	.	.	5	.	.	-6	17%	-4%	4%	-9%	-3%
Cc1cccc(NC(=O)C2CCCN2/C=C/C(=O)C(F)(F)F)c1C (stereo unspecified)	0%	2	-3	10%	5%	1	8%	-2%	1%	-2%	0%
Cc1cc(C)c2sc(NNC(=O)C3COc4ccccc4O3)nc2c1 (stereo unspecified)	18µM*	6	-10	2.8µM*	0%	-3	-10%	-1%	-2%	-1%	-3%
O=C(COC(=O)c1cnccn1)NCc1ccc2c(c1)OCO2	-7%	1	13	-42%	1%	8	-1%	-3%	2%	-5%	10%
O=C(C1CCN(S(=O)(=O)c2cccc3nsnc23)CC1)N1CCn2c1nc1ccccc12	-6%	3	-11	-7%	3%	-5	2%	2%	-4%	3%	0%
CCn1cc(S(=O)(=O)Nc2cc(C)ccc2F)cn1	-4%	.	20	2%	1%	9	-2%	1%	3%	-7%	1%
COc1ccc(N2C(=O)C3CCCN3C2c2cccs2)cc1 (stereo unspecified)	-4%	-2	4	-5%	0%	-19	3%	3%	25%	0%	-4%
COCCNC(=S)Nc1cc(S(=O)(=O)N2CCOCC2)ccc1N1CCCCC1	-16%[10 µM]	-1	-22	0.89µM*	-20%	-1	2%	0%	0%	-16%	-4%
CCC(c1nnnn1Cc1ccco1)N(CCN1CCOCC1)Cc1cc2cc(C)ccc2[nH]c1=O (stereo unspecified)	-4%	-6	-22	-9%	2%	-4	3%	-2%	-1%	2%	0%
O=C(Nc1ccc(C(=O)NCc2ccc(F)cc2)cc1)C1=CSCCO1	?	0	-1	41%	-14%	13	5%	11%	3%[9.26 µM]	0%	17%
Cc1cc(OCC(O)CN)ccc1Cl (stereo unspecified)	-7%	1	-1	19%	-1%	11	1%	13%	-6%	?	0%
Cn1ncc(C(=O)N=S(C)(=O)c2ccccc2)c1[N+](=O)[O-] (stereo unspecified)	-3%	0	21	10%	2%	13	11%	-2%	0%	-4%	-1%
CCC(C)(C(=O)NC1CCCC1)N(C(=O)CNC(C)=O)c1ccc(C)cc1 (stereo unspecified)	6%	0	-21	8%	-1%	20	11%	-2%	-1%	0%	-4%
Cc1ccc(NC(=O)CCc2ccc(S(=O)(=O)N3CCOCC3)cc2)c(C)c1	0%	2	-7	-10%	0%	6	0%	0%	-3%	-2%	-2%
CCOc1ccc(/C(O)=C2/C(=O)C(=O)N(c3ccccn3)C2c2ccc(Cl)cc2)c(C)c1 (stereo unspecified)	13%	9	28	0%	0%	-4	-5%	-2%	2%	-2%	-1%
COC(=O)NC1(C(F)(F)F)C(=O)NC(C)=C1C(=O)OC (stereo unspecified)	6%	5	-2	-1%	2%[2.3 µM]	-26	6%	-3%	0%	-8%	1%
O=C(C(=O)N1CCN(C(=O)c2ccco2)CC1)c1c[nH]c2ccccc12	0%	2	-6	15%	1%	5	10%	?	-1%	1%	0%
COCC(C)NCc1ccccc1C (stereo unspecified)	1%	-3	3	-9%	-1%	4	-1%	23%	-6%	0%	5%
CCCCCCC(O)(c1ccc(OC)cc1)C(CN1CCOCC1)c1ccccc1 (stereo unspecified)	-17%	0	-7	27%	1%	20	-11%	-2%	-10%	-6%	-2%
